rTrxR1 inhibitor – inhibitors of rat thioredoxin reductase 1. recombinant rTrxR1, NADPH fluorescence consumption, selenite substrate. Potency, µM (series often up to 114 µM), inactives show at the highest dose activity change, negative = inhibition, actives largely listed as inhibitors. 390,000 compounds, 1% hits; note: % is set by controls: 0 for no effect and ±100 for the full control effect; nearly all actives have a fitted effect of over 65% in size
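Rat TrxR1 (90 nM in the dispensed reagent) was pre-reduced with 400 uM NADPH for 5 min at room temperature, then incubated with compound for 15 min. After 400 uM selenite was added, NADPH fluorescence (Ex 340/Em 450 nm) was followed for 8 min.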
RGS4 inhibitor – human RGS4 inhibition. Transcreener GDP fluorescence polarization, RGS4-accelerated GTP hydrolysis. P49798. 390,000 compounds, 0.039% hits. Potency, µM (top dose mostly 114 µM), without a hit: at the highest dose activity change, negative = inhibition, actives largely listed as inhibitors; note: % is set by controls: 0 for no effect and ±100 for the full control effect; nearly all actives have a fitted effect of over 75% in size; some results filed as inactive show a strong effect at the top dose
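MLSMR compounds (23 nl, pin-transferred) preincubated 10 min at room temperature with a 500nM (2x) first reagent, then RGS4 at 900nM (2x) plus Transcreener GDP mix added; fluorescence polarization (620/688 nm) read before and after 90 min at 30 °C.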
Pin1 inh – human Pin1 inhibition; Pin1 FP peptide displacement, HiFluor488, 10 min; Potency, µM (series often up to 115 µM), for the others: at the top dose activity, negative = inhibition, hits mostly inhibitors; 390,000 compounds, 0.009% hits; AID 504891; active = well fitted inhibition curve with a large enough effect in the polarisation, with a control signal flat, not every such curve was filed as active; inconclusive = small, poorly fitted or top-dose-only effect, or effect the other way, or a change in a side signal; inactive = no such curve, though single readings can be large or run the other way; the % refers to the polarisation; note: % is set by controls: 0 for no effect and ±100 for the full control effect
Target sequence (Q13526 whole entry, looked up): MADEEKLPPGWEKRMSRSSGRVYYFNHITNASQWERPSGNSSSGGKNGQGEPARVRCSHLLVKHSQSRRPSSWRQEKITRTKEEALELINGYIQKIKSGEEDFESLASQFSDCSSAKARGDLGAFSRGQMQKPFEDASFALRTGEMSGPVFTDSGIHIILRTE
Tb PGK inh – blocks T. brucei phosphoglycerate kinase. P07378. PGK/GAPDH coupled, Kinase-Glo luminescence, 60 min. Potency, µM (top dose mostly 57.5 µM), without a hit: at the highest dose activity change, negative = inhibition, usual class: inhibitors. 380,000 compounds, 0.043% hits; note: % is set by controls: 0 for no effect and ±100 for the full control effect; nearly all actives have a fitted effect of over 60% in size
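Recombinant glycosomal PGK reaction used 1,3-bisphosphoglycerate generated in-well by GAPDH (100nM final) in 100mM TEA pH 7.6, 5mM MgCl2, 0.01% Tween-20. After 60 minutes at room temperature, ATP was read by Kinase-Glo Plus luminescence end-point.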
12-LOX inh – ALOX12 (human) lipoxygenase inhibition; AID 1671190; purified 12hLO, xylenol orange hydroperoxide absorbance; 580,000 compounds, 1.1% hits; Potency, µM (top dose mostly 108 µM), for the others: top-dose activity change, negative = inhibition, most hits filed as inhibitors; P18054; note: % is set by controls: 0 for no effect and ±100 for the full control effect
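Purified human 12hLO (150 nM final) in 25 mM Hepes, 0.01% Triton X-100, pH 7.0 was preincubated 15 min at room temperature with compound. Then 40 uM arachidonic acid was added, 30 min. Hydroperoxide was read by Fe-XO absorbance ratio 573/405 nm.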
HP1b chromo inh – inhibitors of HP1-beta chromodomain binding to methylated histone tails | AID 540317 | AlphaScreen HP1-beta / biotin-H3K9me3 peptide binding | P83916 | 390,000 compounds, 0.56% hits | Potency, µM (highest dose often 114 µM), for inactives: top-dose activity change, negative = inhibition, usual class: inhibitors; note: nearly all actives have a fitted effect of over 70% in size; inactives centre near 23
Target sequence (P83916 whole entry, looked up): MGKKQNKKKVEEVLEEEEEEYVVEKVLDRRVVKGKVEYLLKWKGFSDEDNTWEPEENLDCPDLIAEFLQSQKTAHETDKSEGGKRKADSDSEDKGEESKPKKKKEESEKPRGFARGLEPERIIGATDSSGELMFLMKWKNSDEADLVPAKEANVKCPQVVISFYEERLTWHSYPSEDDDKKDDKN
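HP1-beta protein (50 nM final) preincubated 30 min at room temperature with biotinylated H3(1-18)K9me3 peptide (50 nM) in PBS pH 7.4, 0.01% Tween-20, then compound added for 30 min. AlphaScreen streptavidin donor/nickel chelate acceptor beads (10 ug/mL final), 30 min dark, luminescence read.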
GLS inhibitor – inhibitors of human glutaminase (GLS); GLS enzymatic activity, qHTS titration; O94925; 410,000 compounds, 0.21% hits; Potency, µM (titrated, usually from 45.5 µM), inactives show at the highest dose activity change, negative = inhibition, actives largely listed as inhibitors; note: % is set by controls: 0 for no effect and ±100 for the full control effect
Target sequence (O94925 whole entry, looked up): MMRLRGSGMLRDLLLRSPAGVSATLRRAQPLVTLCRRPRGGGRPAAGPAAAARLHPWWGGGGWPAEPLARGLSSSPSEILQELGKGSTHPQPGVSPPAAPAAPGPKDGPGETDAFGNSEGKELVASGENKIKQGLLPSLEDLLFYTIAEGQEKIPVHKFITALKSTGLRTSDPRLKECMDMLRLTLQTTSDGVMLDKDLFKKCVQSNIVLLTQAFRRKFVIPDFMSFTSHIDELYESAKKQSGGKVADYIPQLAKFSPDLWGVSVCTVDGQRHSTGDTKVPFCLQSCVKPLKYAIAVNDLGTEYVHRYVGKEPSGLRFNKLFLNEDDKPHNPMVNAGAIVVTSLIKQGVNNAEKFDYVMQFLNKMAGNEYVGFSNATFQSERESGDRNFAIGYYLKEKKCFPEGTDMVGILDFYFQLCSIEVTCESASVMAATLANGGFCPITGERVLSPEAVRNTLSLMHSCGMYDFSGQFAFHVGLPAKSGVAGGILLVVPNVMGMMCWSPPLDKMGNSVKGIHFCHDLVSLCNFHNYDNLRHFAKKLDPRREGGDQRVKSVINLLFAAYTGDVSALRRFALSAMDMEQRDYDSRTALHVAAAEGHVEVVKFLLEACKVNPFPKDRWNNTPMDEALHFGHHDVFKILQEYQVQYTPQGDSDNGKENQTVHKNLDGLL
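Coupled fluorescence readout: glutamate oxidase/HRP/Amplex Red detect glutamate formed by hKGA from L-glutamine (1 mM solution added). Buffer 45 mM KH2PO4 pH 8.2, 0.02% Tween-20; reads at t0 and 30 min RT.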
ERG-DNA inh – inhibitors of human ERG Ets domain-DNA interaction; AID 624246; fluorescence polarization, His-ERG Ets domain / labelled DNA; Potency, µM (titrated, usually from 76.9 µM), for inactives: at the top dose FP activity, negative = inhibition, usual class: inhibitors; 370,000 compounds, 0.028% hits; P11308; active = well fitted inhibition curve with a large enough effect in the polarisation, with a control signal flat; inconclusive = small, poorly fitted or top-dose-only effect, or effect the other way, or a change in a side signal; inactive = no such curve, though single readings can be large or run the other way; the % refers to the polarisation;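 note: polarization taken with two DNA probes labelled with fluorescein and Texas red; % of control where 0% means no effect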
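His-tagged ERG Ets domain (1 uM in the protein solution; 300mM KCl, 50mM Tris-HCl, 1mM EDTA, 1mM DTT, pH 7.5) received compound, then a probe mix of 5 nM fluorescein-DNA and 100nM Texas-615-DNA. Fluorescence polarization was read for both dyes.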
JMJD2A Tudor – blocks the human JMJD2A Tudor domain; O75164; AlphaScreen JMJD2A-Tudor / H3K4me3 peptide binding; Potency, µM (series often up to 114 µM), for the others: at the top dose activity change, negative = inhibition, most hits filed as inhibitors; 390,000 compounds, 4.4% hits; AID 504339; note: % is set by controls: 0 for no effect and ±100 for the full control effect; nearly all actives have a fitted effect of over 50% in size
Numbers without * were called inactive; i = inactive; ? = inconclusive; / = no result given; [ ] = remark or other dose. Unless noted, calls come from the whole dose curve; as a rule, active = well fitted curve in the direction sought with a large enough effect; inconclusive = small, poorly fitted or top-dose-only effect, or another doubt; inactive = no such curve, though single readings can be large; an effect the other way counts as inactive or inconclusive. Potency is the fitted concentration of half-maximal effect. This is a subset; the hit share may differ from the screen's.

Order of results: rTrxR1 inhibitor, RGS4 inhibitor, Pin1 inh, Tb PGK inh, 12-LOX inh, HP1b chromo inh, GLS inhibitor, ERG-DNA inh, JMJD2A Tudor
[1] COCCN(C(=O)CSc1ncn[nH]1)c1c(N)n(Cc2ccccc2)c(=O)[nH]c1=O
  -3.0%, -2.2%, 1.4%, i, -26.2%, 11.2%, 5.1%, -5.6%, -8.3%
[2] N#Cc1cccc(NC(=O)COC(=O)CCc2nc3ccccc3c(=O)[nH]2)c1
  21.7%[57.1 µM], 15.3%, 3.0%, 8.9%, -12.5%, 44.5%[activator], 1.4%, 3.6%, -0.7%
[3] O=C1c2ccc(Oc3ccc4c(c3)C(=O)N(CCCCO)C4=O)cc2C(=O)N1CCCCO
  -1.3%, 3.2%, 4.3%, -0.9%, 39.3%[activator], 12.0%, 10.5%, -3.0%, -9.8%
[4] Cc1cc(C)n2[nH]c(=O)c(N=Nc3cccc(Cl)c3)c2n1
  -16.8%, -19.8%, 3.7%, 3.4%, ?, 6.0%, 10.2%, -0.4%, -36.0%
[5] CC(=O)C1=C(C)NC(SCc2ccc(C#N)cc2)=C(C#N)C1c1ccco1 (stereo unspecified)
  ?, -42.0%, 12.3%, -1.6%, -9.5%, 34.1%, -3.0%, 7.6%, 20µM*
[6] Cc1noc(C)c1C(=O)N1CCCC(N2CCN(c3cccc(C(F)(F)F)c3)CC2)C1 (stereo unspecified)
  23.8%, -9.5%, -9.4%, -8.1%, 0.0%, 30.2%, 7.4%, 23.5%, -12.5%
[7] Cc1ccc(/C=C2\Oc3c(ccc(O)c3CN3CCN(CCO)CC3)C2=O)cc1
  -18.0%[57.1 µM], 15.2%, ?, -0.3%, -16.1%, 14.4%, 1.9%, 10.1%, -12.5%
[8] Cc1c(Cl)cccc1Nc1n[nH]c(=S)s1
  -33.0%[11.4 µM], ?, -3.7%, -9.5%, 22.4µM*, 50.1µM*, 19.2%, -6.0%, 11.2µM*
[9] CC(N=C1NS(=O)(=O)c2ccccc21)C(=O)NCc1ccc(F)cc1 (stereo unspecified)
  13.2%[57.1 µM], 6.7%, 0.1%, 0.1%, ?, 35.9%, -2.8%, 2.7%, -7.5%
[10] CNc1cc(F)nc(F)n1
  16.2%, ?, -4.5%, /, -4.7%, 9.9%, -20.1%, 17.7%, ?
[11] O=C(CSc1ccccn1)Nc1ccc2c(c1)CCC2
  9.0%, -18.5%, -9.8%, -2.6%, -7.9%, 41.4%[activator], -0.2%, -0.4%, 12.6%
[12] CN(C)c1ccc(/C=N\NC(=S)SCN2C(=O)C3CCC(C)(C2=O)C3(C)C)cc1 (stereo unspecified)
  -14.8%, -24.9%, ?, 11.2%, ?, 12.7%, -0.9%, 9.8%, ?
[13] CNC(=O)/C(C#N)=C1\SC(Cc2ccc(F)cc2)C(=O)N1c1ccccc1C (stereo unspecified)
  24.2%, -36.9%, 1.0%, -1.7%, 0.0%, 33.8%, -10.5%, 4.2%, -15.8%
[14] CCc1nnc(NC(=O)c2n[nH]c(=O)c3ccccc23)s1
  29.7%, 16.9%, 4.5%, -3.3%, 11.2%, 41.3%[activator], -15.1%, 4.7%, -7.5%
[15] O=C(CCc1c[nH]c2ccccc12)N/N=C/c1ccc2c(c1)OCO2
  13.3%[57.1 µM], 15.1%, 5.9%, -5.2%, -3.0%, 11.2%, -3.1%, -3.9%, -3.2%
[16] Cc1ccc(NC(=S)Nc2cc(C(=O)O)ccc2N2CC3CC(C2)c2cccc(=O)n2C3)cc1C (stereo unspecified)
  1.0%, -17.3%, -3.7%, -4.9%, ?, -4.0%, 29.9%, 4.4%, -11.3%
[17] C=CCN(C(=O)c1csnn1)C(C(=O)NCc1ccc(F)cc1)c1cccs1 (stereo unspecified)
  5.7%, -19.6%, -0.2%, i, -9.1%, 37.7%, 1.1%, -8.7%, 0.0%
[18] Cc1cc(=O)n2c(C)n[nH]c2n1
  12.0%[57.1 µM], -3.7%[11.4 µM], 0.5%, -3.8%, -0.4%, 25.5%, -20.2%, 4.5%, -21.9%[11.4 µM]
[19] Cc1cccc(C)c1NC(=O)CN(C)C(=O)Cc1cccc(C(F)(F)F)c1
  10.1%[57.1 µM], -3.1%, -9.2%, -3.1%, 17.1%, 49.9%[activator], 2.0%, 12.2%, -15.4%
[20] COc1ccc(C2N(S(=O)(=O)c3ccc(C)cc3)CCN2S(=O)(=O)c2ccc(C)cc2)cc1
  9.4%, 15.8%, 10.1%, -1.8%, -1.2%, 15.7%, /, -5.1%, -1.1%
[21] O=C(NC(CC(=O)N1CCN(c2ccccc2O)CC1)c1ccccc1)c1ccccc1Cl (stereo unspecified)
  16.6%, 24.1%, 6.5%, -3.2%, 8.4%, 14.4%, 33.5%, /, -12.1%
[22] O=C(COc1ccc([N+](=O)[O-])cc1)NNC(=O)c1cccnc1
  -10.5%[57.1 µM], 11.8%, -1.0%, 2.8%, -8.4%, 36.4%[activator], 17.0%, -5.6%, -7.7%
[23] O=C(/C=C/c1cccs1)NCc1cccnc1
  3.6%[57.1 µM], 5.0%, 1.1%, -1.0%, -20.1%, 13.6%, -11.0%, 5.3%, -3.1%
[24] CC1=C(C(=O)OC(C)(C)C)C(c2ccc3ccccc3c2)NC(=O)N1C (stereo unspecified)
  6.0%, -6.5%[56.9 µM], -6.0%, -3.0%, -14.2%, 18.2%, 1.1%, -3.4%, -25.0%
[25] COc1ccc(C(=O)Nc2c(N)nc(SCC(=O)Nc3ccc(NC(C)=O)cc3)[nH]c2=O)cc1
  -11.2%, -11.6%, 8.1%, -3.5%, 11.2%, 11.4%, -5.0%, -7.5%, -6.2%
[26] CCCCNC(=O)C1CCN(c2nc(C)cc(C)n2)CC1
  30.1%, -5.0%[56.9 µM], -0.7%, -5.9%, -0.5%, 45.6%[activator], -16.1%, -6.3%, -17.2%
[27] O=C(NC1CCCCC1)N(Cc1cc2cc3c(cc2[nH]c1=O)OCCO3)C1CCCCC1
  42.8%[activator], 38.5%, 4.8%, 2.8%, -9.2%, 2.8%, 17.6%, -2.5%, -15.3%
[28] Cc1ccc(S(=O)(=O)N(C)c2ccc(OCC(=O)OCc3nnc(-c4ccccc4)o3)cc2)cc1
  35.9%[activator], 8.4%, 3.5%, -2.8%, 4.5%, 28.5%, 9.3%, 13.3%, -10.1%
[29] CCOc1ccccc1CNC(=O)C1CCCN(c2ncnc3c2nc2n3CCCCC2)C1 (stereo unspecified)
  5.4%, 33.5%, 1.6%, -0.6%, /, 28.9%, -4.0%, 13.4%, -13.8%
[30] CN1C(=O)c2ccccc2N(C)C1c1ccc2c(c1)OCO2 (stereo unspecified)
  18.4%[57.1 µM], 21.3%, 4.5%, -8.4%, -11.3%, 38.4%, 1.3%, -23.2%, -12.9%
[31] CC(=O)NS(=O)(=O)c1ccc(N/C(N)=N/c2nc(C)cc(C)n2)cc1
  11.5%, -25.3%, 2.1%, -4.5%, 20.8%, 9.4%, -3.8%, 4.8%, -5.3%
[32] CN(C)c1ccc(/C(=N\O)c2ccccc2)cc1
  -1.7%, 9.1%, 4.1%, -2.2%, ?, -35.2%, 13.7%, -4.8%, 50.1µM*
[33] CCOCCCNC(=O)C(NC(=O)c1ccccc1O)c1ccc(Cl)cc1 (stereo unspecified)
  35.1%[57.1 µM], 10.5%, -7.5%, -11.1%, /, 56.0%[activator], -1.6%, -2.4%, -9.6%
[34] N#Cc1c(-c2ccccc2)nc2n(c1=O)CCS2
  -14.8%, -13.6%, -2.6%, i, -8.1%, 8.5%, -27.2%, -4.9%, -14.4%
[35] COC(=O)c1ccc2c(=O)n(CCCCCC(=O)NCCc3ccc(Cl)cc3)c(=O)[nH]c2c1
  2.3%[57.1 µM], 6.9%, -4.0%, -0.7%, -14.4%, 1.4%, -10.2%, 3.5%, -23.3%
[36] CCOCCCNC(=S)NCCNc1nc2ccc(C)cc2cc1C#N
  -1.0%[57.1 µM], 4.5%, 5.2%, 3.9%, -10.7%, 26.2%, -3.3%, -5.0%, 10.7%
[37] COc1ccc(S(=O)(=O)NCC2CCC(C(=O)NCc3cccnc3)CC2)cc1 (stereo unspecified)
  16.0%[57.1 µM], -1.6%, -1.9%, -2.2%, 6.2%, 36.0%, 3.7%, -1.9%, -9.3%
[38] Cc1ccc(-c2ccc(=O)n(C(C)C(=O)Nc3ccccc3Cl)n2)cc1C (stereo unspecified)
  1.1%, -2.8%, 26.4%, -0.5%, -10.6%, 17.3%, 0.6%, 3.8%, -7.6%
[39] COc1cc(C(=O)NCC(=O)N/N=C/c2cccc(OC(=O)c3ccco3)c2)cc(OC)c1OC
  19.4%, ?, -0.6%, /, -0.1%, 46.9%[activator], 2.5%, 10.0%, -16.3%
[40] COc1ccc(CCn2nc(C)c([N+](=O)[O-])c2C)cc1
  -13.9%, -10.7%, 34.6%[activator], -0.3%, -0.9%, 36.7%, -42.0%, -12.6%, -1.5%
[41] CCc1nc2nc(C)c(NS(=O)(=O)c3ccc4c(c3)CCCC4)c(=O)n2[nH]1
  -4.4%[57.1 µM], -5.4%, -7.6%, i, ?, 27.8%, 30.6%[activator], 7.9%, -8.5%
[42] N#C/C(=N\Nc1ccccc1F)c1nc(-c2ccccc2)cs1
  18.4%, -0.5%[56.9 µM], 3.3%, -6.8%, -7.1%, 47.9%[activator], 8.1%, -5.5%, -17.8%
